# Source: PubChem
# Pol beta inh: inhibitors of human DNA polymerase beta. Potency, µM (doses to about 114 µM), inactives show at the top dose activity change, negative = inhibition, usual class: inhibitors. Pol beta primer extension/strand displacement, fluorescence kinetic. P06746. hit rate 1.3% among 340,000; further: on the % scale 0 is the no-effect control and ±100 the full control effect
#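 Preincubation: enzyme (10 nM) with compound, 15 min, RT. Reaction: substrate added to 50 nM final. Reads: 0 and 10 min. Analysis: normalized, Hill fit.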
# Pol iota inh: inhibitors of human DNA polymerase iota. Q9UNA4. Potency, µM (top dose mostly 115 µM), for the others: top-dose activity, negative = inhibition, most hits filed as inhibitors. hit rate 1% among 390,000. Pol iota fluorescent replication assay, 10 min
#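 Fluorescent replication assay read twice, at 0 min and 10 min after adding 50 nM (final) substrate. Enzyme (10 nM) and compounds were first incubated 15 min at room temperature; enzyme-free buffer wells were negative controls.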
# BLM helicase inh: inhibitors of human Bloom syndrome helicase BLM. hit rate 0.2% among 350,000. recombinant BLM DNA unwinding, fluorescence dequenching. Potency, µM (highest dose often 56.1 µM), for inactives: at the highest dose activity change, negative = inhibition, actives largely listed as inhibitors. AID 2528;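 further: plate controls were vehicle for no effect and no enzyme for full effect; nearly all actives have a fitted effect of over 35% in size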
# G9a block: G9a (human) methyltransferase inhibition; Q96KQ7; G9a H3K9 monomethylation, AlphaScreen, 2 h; Potency, µM (doses to about 102 µM), for the others: at the top dose activity, negative = inhibition, actives largely listed as inhibitors; hit rate 8.8% among 350,000; further: on the % scale 0 is the no-effect control and ±100 the full control effect; nearly all actives have a fitted effect of over 75% in size
# Target sequence (Q96KQ7 913-1193 limits assumed): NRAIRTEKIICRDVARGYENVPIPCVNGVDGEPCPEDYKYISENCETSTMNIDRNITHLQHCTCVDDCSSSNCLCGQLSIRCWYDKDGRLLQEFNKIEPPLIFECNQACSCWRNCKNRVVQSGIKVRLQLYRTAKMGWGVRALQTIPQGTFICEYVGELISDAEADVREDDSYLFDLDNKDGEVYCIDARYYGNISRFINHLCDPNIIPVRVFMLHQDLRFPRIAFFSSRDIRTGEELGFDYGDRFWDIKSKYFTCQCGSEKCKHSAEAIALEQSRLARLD
#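 Methyltransferase reactions run at room temperature for 2 h (20 nM enzyme, 500 nM biotin-H3K9 peptide, 20 uM SAM) after a 15 min compound preincubation; product detected by AlphaScreen beads and anti-H3K9me1 antibody.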
# Pol kappa inh: DNA polymerase kappa (human) inhibition; purified Pol kappa, fluorescent DNA synthesis assay, 10 min; hit rate 0.53% among 400,000; Potency, µM (top dose mostly 107 µM), inactives show top-dose activity, negative = inhibition, actives largely listed as inhibitors; AID 588579; further: on the % scale 0 is the no-effect control and ±100 the full control effect
#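 Activity was followed as the change in fluorescence between reads at 0 and 10 min after starting the reaction with 50 nM substrate. Beforehand, 10 nM polymerase had been preincubated with compound for 15 min at room temperature.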
# Anesthetic bind: binds horse apoferritin like a general anesthetic | hit rate 0.074% among 350,000 | apoferritin/1-aminoanthracene competitive binding, fluorescence | Potency, µM (doses to about 77.5 µM), for the others: top-dose activity change, negative = displacement, most hits filed as inhibitors | P02791; further: on the % scale 0 is the no-effect control and ±100 the full control effect; nearly all actives have a fitted effect of over 20% in size
# Target sequence (P02791 2-175 limits assumed): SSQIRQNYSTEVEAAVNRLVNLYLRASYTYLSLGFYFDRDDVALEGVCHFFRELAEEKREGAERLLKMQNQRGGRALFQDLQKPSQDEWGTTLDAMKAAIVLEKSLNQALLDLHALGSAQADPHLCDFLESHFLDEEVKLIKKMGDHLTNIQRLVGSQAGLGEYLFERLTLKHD
#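 Horse-spleen apoferritin (10 uM) in 50% saturated 1-aminoanthracene in PBS was incubated 10 min at room temperature with compound. Fluorescence (ex 380, em 535 nm) was normalized to free and bound 1-AMA, with concentration-response fitted by a four-parameter Hill equation.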
# BAZ2B inh: blocks human BAZ2B; Potency, µM (top dose mostly 114 µM), without a hit: at the top dose activity change, negative = inhibition, actives largely listed as inhibitors; AlphaScreen BAZ2B-H3K14Ac peptide displacement; AID 504333; hit rate 4.4% among 360,000; further: on the % scale 0 is the no-effect control and ±100 the full control effect; nearly all actives have a fitted effect of over 60% in size
#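 In this displacement format the biotinylated H3(5-23) peptide acetylated at Lys14 serves as ligand at 50 nM, with BAZ2B at 50 nM in PBS pH 7.4 containing 0.01% Tween-20. Donor and acceptor beads are 10 ug/mL final.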
# Pol eta inh: inhibitors of human DNA polymerase eta | Q9Y253 | recombinant Pol eta, fluorescent DNA replication assay | Potency, µM (doses to about 114 µM), for the others: at the highest dose activity change, negative = inhibition, actives largely listed as inhibitors | hit rate 1.2% among 390,000 | AID 588591; further: on the % scale 0 is the no-effect control and ±100 the full control effect
#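 Fluorescent replication assay: 50 nM final substrate added after a 15 min room-temperature compound preincubation with 10 nM enzyme. Signal taken at 0 min and again at 10 min.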
# APE1 inh: inhibitors of human APE1 endonuclease; P27695; recombinant APE1, TAMRA/BHQ-2 abasic DNA cleavage fluorescence; Potency, µM (doses to about 65.8 µM), for inactives: at the top dose activity change, negative = inhibition, usual class: inhibitors; hit rate 0.35% among 350,000; AID 2517;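 further: plate controls were vehicle for no effect and reference inhibitor for full effect; nearly all actives have a fitted effect of over 55% in size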
# Target sequence (P27695 whole entry, looked up): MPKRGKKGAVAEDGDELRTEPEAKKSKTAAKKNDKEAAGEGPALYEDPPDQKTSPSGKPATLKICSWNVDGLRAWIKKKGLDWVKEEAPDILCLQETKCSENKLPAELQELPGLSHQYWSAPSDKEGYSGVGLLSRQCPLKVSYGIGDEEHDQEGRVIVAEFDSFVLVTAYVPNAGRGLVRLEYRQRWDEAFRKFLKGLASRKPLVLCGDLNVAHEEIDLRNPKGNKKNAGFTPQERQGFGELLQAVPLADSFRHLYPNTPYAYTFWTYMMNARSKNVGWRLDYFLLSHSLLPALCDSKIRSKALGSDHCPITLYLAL
#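 Substrate: short duplex with […] THF abasic site, 5'-TAMRA and 3'-BHQ-2, 50 nM final. APE1 at 0.75 nM, preincubated 15 min RT with compound. Fluorescence increase from first to third read measured activity.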
# Starred values were filed as active, the others as inactive; ? = inconclusive; . = no result given; & = joins results of further samples; [ ] = another dose, or the depositor's remark. The call rests on the fitted dose curve; in most records, active means well fitted curve in the direction sought with a large enough effect; inconclusive means small, poorly fitted or top-dose-only effect, or another doubt; inactive means no such curve, though single readings can be large; an effect the other way counts as inactive or inconclusive. Potency means the concentration at half of the fitted maximal effect. The list is partial; the hit share may differ from the screen's.
(1) COc1ccc(C2C3=C(CCCC3=O)Nc3nc(SCc4ccccc4)nn32)cc1OC (stereo unspecified)
(2) Cc1ccc(-c2nnn(CC(=O)Nc3ccc4nn(-c5ccccc5)nc4c3)n2)o1
(3) O=C(Nc1nnc(-c2ccc(F)cc2)o1)c1cc(Cl)sc1Cl
(4) CC(C)C(=O)NC(Nc1cccc2cccnc12)C(Cl)(Cl)Cl (stereo unspecified)
(5) NNC(=O)c1cc2ccccc2cc1NS(=O)(=O)c1ccccc1
(6) CCn1c(=O)cc(N2CCC3(CC2)OCCO3)[nH]c1=O
(7) COc1ccc(C2C3=C(CC(C)(C)CC3=O)Oc3ncn(CCCn4ccnc4)c(=N)c32)cc1 (stereo unspecified)
(8) O=C(NC1CC1)C(Cc1ccccc1)NS(=O)(=O)c1ccccc1F (stereo unspecified)

Assay by compound | 1 | 2 | 3 | 4 | 5 | 6 | 7 | 8
Pol beta inh | -6.0% | 22.4µM* | -23.2% | -20.4% | 1.3% | 11.3% | 37.6% | 55.4%
Pol iota inh | 9.6% | 10.9% | -22.3% | -14.9% | 84.9%[activator] | -21.7% | -17.0% | 24.4%
BLM helicase inh | -4.0% | -8.2% | -2.0% | -7.0% | -0.9% | -1.1% | 0.2% | -0.8%
G9a block | 8.9%[59 µM] | ? | 1.8%[59 µM] | . | 36.1%[activator] | -29.6% | -10.3% | 23.8%
Pol kappa inh | 2.8% | -16.1% | -13.5% | 1.3% | -6.1% | -10.3% | -8.2% | -1.0%
Anesthetic bind | -1.3% | -12.2% | -2.8% | ? | 0.5% | 2.3% | -20.4% | 13.7%
BAZ2B inh | -1.9% | 6.6% | 0.3% | -26.9% | -4.4% | 9.5% | -30.5% | 6.7%
Pol eta inh | 2.0% | 14.8% | -17.1% | -18.5% | -17.6% | -6.5% | -13.3% | -17.9%
APE1 inh | ? | 3.1% | 8.2% | -3.4% | 3.8% | ? | -4.9% | -3.1%

(9) CCSc1nc2c([nH]c3ccccc32)c(=O)n1-c1ccc(OC)cc1
(10) O=C(NCc1ccccc1)c1csc2c1CCCC2
(11) CCN1C(=O)/C(=C\c2cccc(OC(=O)c3ccco3)c2)SC1=S
(12) O=C(O)c1cccc(NC(=O)c2ccccc2NC(=O)c2ccccc2F)c1
(13) Nc1ccc(-c2nc(-c3ccccc3)nc3ccccc23)cc1
(14) C[C@H](CO)N1C[C@H](C)[C@@H](CN(C)C(=O)NC2CCCCC2)Oc2ccc(NS(=O)(=O)c3cn(C)cn3)cc2C1=O
(15) O=C(Nc1cccnc1)Nc1cc(Cl)cc(Cl)c1
(16) COc1ccc(-c2c(C#N)c(SCC(=O)Nc3ccccc3C)nc(C)c2C(=O)Nc2ccccc2)cc1OC

Assay by compound | 9 | 10 | 11 | 12 | 13 | 14 | 15 | 16
Pol beta inh | -10.3% | 27.5% | 22.3% | 20.4% | -16.3% | . | 0.8% | 8.4%
Pol iota inh | 35.2%[activator] | -8.0% | 64.1%[activator] | 34.2% | 8.1% | -16.0% | 15.5% | ?
BLM helicase inh | 1.0% | -3.1% | -3.0% | -4.3% | -11.1% | . | -3.1% | -3.3%
G9a block | 7.1%[59 µM] | -5.2% | -8.6% | . | 174.1%[activator] | . | 79.4µM* | -6.0%[59 µM]
Pol kappa inh | -2.6%[60.1 µM] | -12.5% | -8.3% | 15.5% | -6.5% | -7.9% | -11.9% | -30.4%
Anesthetic bind | 10.4% | ? | -3.2% | -7.2% | 7.9% | . | ? | 2.0%
BAZ2B inh | -2.3% | . | 0.8% | 0.3% | 69.9%[activator] | . | 17.3% | -0.7%
Pol eta inh | -9.6% | -11.5% | -9.2% | -12.0% | -14.2% | 1.7% | -10.7% | -18.0%
APE1 inh | . | -1.2% | 75.8%[activator] | 7.0% | -15.4% | -1.2% | 2.1% | .

(17) O=C(Nc1cccnc1)c1cc(-c2ccc(F)cc2)on1
(18) OCCNCc1ccc(-c2ccccc2)cc1
(19) CC1CCCN(S(=O)(=O)c2ccc(N3CCCCS3(=O)=O)cc2)C1 (stereo unspecified)
(20) CC(C)=CCC/C(C)=C/CC/C(C)=C/CSCC(=O)O
(21) CCc1nnc(SCC(=O)N2CCc3ccccc32)n1CC
(22) CCc1nc2oc3ccccc3c(=O)c2cc1C(=O)OC
(23) CCc1ccc2[nH]c(=O)c(-c3ccccc3)c(O)c2c1
(24) Cn1cnc2nc(NCCO)nc(NCc3ccccc3)c21
(25) Cc1c(Cl)cccc1NC(=O)CCN1CCCCCC1
(26) COc1ccccc1NC(=O)COn1nnc2ccc(S(=O)(=O)N3CCOCC3)cc21

Assay by compound | 17 | 18 | 19 | 20 | 21 | 22 | 23 | 24 | 25 | 26
Pol beta inh | 2.9% | 6.1% | -0.1% | . | 68.8% | 28.8% | 8.4% | . | -11.2% | -18.7%
Pol iota inh | 12.3% | 5.4% | -17.3% | . | 20.6% | 128.2%[activator] | 39.6%[activator] | . | 24.1% | 39.7%[activator]
BLM helicase inh | -3.6% | -3.5% | 0.4% | 0.7% | -0.7% | 1.7% | -3.7% | . | 3.6% | 0.2%
G9a block | 14.2%[59 µM] | -11.0%[59 µM] | 0.4%[59 µM] | 33.3%&13.6%[59 µM] | . | 7.5% | 0.1% | 30.7%[59 µM] | 13.3%[12.7 µM] | 7.0%
Pol kappa inh | 8.3% | -1.5% | -6.9%[60.1 µM] | 2.0%&0.0%[19.4 µM] | -9.2% | -3.6% | -1.1% | 3.4%[19.4 µM] | -4.2% | 0.0%
Anesthetic bind | -4.9% | -2.5% | -3.9% | ? | -10.6% | 5.6% | -10.4% | -0.2% | -0.9% | -12.8%
BAZ2B inh | ? | 6.7% | -8.6% | . | -3.9% | -14.2% | -7.9% | . | -4.6% | -14.6%
Pol eta inh | -10.5% | -9.0% | -15.5% | . | 1.6% | -19.3% | -14.8% | . | 9.4% | -28.2%
APE1 inh | -4.6% | -6.2% | . | 21.1%&-1.6%&-2.1% | 12.6% | -1.6% | 17.6% | -2.6% | 3.1% | -5.1%
